NCI-60 one-dose screen, 48 h, at 10 µM unless noted. Numbers give growth in % (100 = growth as untreated, 0 = no growth, -100 = all killed).
RPMI-8226: RPMI-8226 leukemia cells. hit rate 7.5% among 77,000. AID 1794781
MOLT-4: MOLT-4 leukemia cells; hit rate 6.9% among 80,000; AID 1794779
K-562: K-562 leukemia; hit rate 7.4% among 78,000
HOP-92: HOP-92 NSCLC cells; hit rate 6.3% among 71,000; AID 1794738
SR: SR leukemia cells. hit rate 8.7% among 73,000. AID 1794780
EKVX: EKVX NSCLC | hit rate 3% among 71,000
CCRF-CEM: CCRF-CEM leukemia | hit rate 7% among 77,000
HOP-62: HOP-62 NSCLC; hit rate 3.9% among 80,000; AID 1794735
* hit, by the source's call; x = not tested or not shown; & = joins results of further samples; [ ] = dose if it differs, or a comment. The calls were made as follows: active = growth percent below 10; inactive = the rest.

Values run as follows: HOP-92 | CCRF-CEM | SR | EKVX | RPMI-8226 | K-562 | HOP-62 | MOLT-4
[1] O=S(=O)(O)c1ccc(N=Nc2c(S(=O)(=O)O)cc3cc(S(=O)(=O)O)cc(O)c3c2O)cc1
    91 | 93 | 104 | 106 | 97 | 110 | 98 | 108
[2] O=S(=O)(C/C(=N/O)c1ccc(-c2ccccc2)cc1)c1ccccc1
    92 | 90 | 77 | x | 76 | 92 | 105 | 94
[3] CC1OC1C(=O)OCCOC(=O)C1OC1C (stereo unspecified)
    x | 97 | 90 | x | 102 | 87 | 113 | 95
[4] COc1ccc(/C(C)=N/N=C2C(=O)Nc3cc(Br)ccc32)cc1S(N)(=O)=O
    87 | 84 | 88 | 92 | 99 | 98 | 90 | 101
[5] CCOCC(O)(c1ccc(Cl)cc1)c1ccc(Cl)cc1
    107 | 96 | 100 | 94 | 107 | 88 | 115 | 89
[6] COc1ccc(Cn2cc(COc3cc(/C=C/C(=O)c4cc(OC)c(OC)c(OC)c4)ccc3OC)nn2)cc1
    45 | 2.6* | 5.7* | x | -2.3* | 12 | 19 | 82
[7] CN1C(=S)NC(c2ccc3c(c2)OCO3)C(C(=O)O)=C1CCl (stereo unspecified)
    103 | 104 | 103 | 91 | 105 | 95 | 93 | 100
[8] COc1cc(/C=C/C(=O)c2ccc(NC(=O)CSc3nnc(-c4cc(OC)c(OC)c(OC)c4)o3)cc2)cc(OC)c1OC
    83 | 75 | 45 | 93 | 32 | 85 | 97 | 82
[9] CCCCNC(=S)NS(=O)(=O)c1ccc(CCN2C(=O)/C(=C/c3ccc(OC)cc3)N=C2C)cc1
    94 | 79 | 99 | 90 | 78 | 80 | 95 | 90
[10] COc1ccc2c(c1)CCc1[nH]nc(-c3cc(OC)c(OC)c(OC)c3)c1-2
    33 | 0.9* | -26* | 34 | 22 | 7.2* | 13 | 9.3*
[11] COc1ccc(S(=O)(=O)N2CCCCC2)cc1NC(=O)c1[nH]c(C)c2c1CCCCC2=O
    27 | 42 | 34 | 34 | 10 | 22 | 26 | 37
[12] CC12CC[C@@H]3[C@]4(C)COC(c5ccccc5Cl)O[C@@H]4CC[C@@]3(C)[C@@H]1CC(C1=CCOC1=O)O2 (stereo partly specified)
    80 | 72 | 63 | 56 | 43 | 37 | 88 | 58
[13] CCC(O)(CCN(C)C)c1ccccc1 (stereo unspecified)
    99 | 102 | 106 | 101 | 102 | 102 | 78 | 82
[14] O=C1OC(c2nc3ccccc3s2)=C/C1=C\c1ccc(O)cc1
    88 | x | 100 | 102 | 114 | 102 | 92 | 102
[15] CCOC(=O)c1ccc2c(c1)nc(/C=C/c1ccc(OC)cc1)n2-c1cc(C(C)(C)C)[nH]n1
    101 | 56 | 83 | x | 78 | 47 | 103 | 59
[16] COc1ccc(-c2nnc(Nc3ccc(Cl)cc3)o2)cc1
    104 | 91 | 85 | x | 99 | 107 | 108 | 85
[17] CC[C@@H](C)C[C@H](C)C(=O)c1c(O)cc[nH]c1=O
    71 | 108 | 95 | x | 97 | 81 | 98 | 90
[18] CCOC(=O)CC1CSC(Nc2c(C)cc(C)cc2C)=N1 (stereo unspecified)
    104 | 100 | 104 | 107 | 107 | 99 | 107 | 100
[19] CCOC(=O)c1sc(NCC(=O)Nc2ccccc2Cl)c(C(=O)OCC)c1C
    83 | 93 | 101 | 88 | 91 | 103 | 95 | 94
[20] CN(C)c1ccc(/C=C/C(=O)c2ccc(NC(N)=O)cc2)cc1
    103 | 93 | 61 | 89 | 64 | 65 | 94 | 92
[21] CN(C)CC(O)COc1ccc(S(=O)(=O)c2ccc(OCC(O)CN(C)C)c(Cl)c2)cc1Cl (stereo unspecified)
    59 | 83 | 75 | 94 | 77 | 82 | 88 | 84
[22] O=S(=O)(Nc1ccc(S(=O)(=O)N2CCOCC2)cc1)c1ncsc1-c1ccccc1
    89 | 109 | 100 | 96 | 99 | 98 | 107 | 103
[23] COc1ccc(/C(C)=C(\c2ccc(Cl)cc2)c2ccc(OCCN)cc2)cc1F
    91 | 100 | 97 | 105 | 100 | 90 | 101 | 103
[24] O=S(=O)(NCCCNc1cc(-c2c(-c3cccc(O)c3)nc3sccn23)ccn1)c1ccc(Cl)cc1
    112 | 69 | x | 81 | 93 | 67 | 119 | 69
[25] CSc1nc(NCc2ccccc2)c(C#N)c(-c2cccc([N+](=O)[O-])c2)n1
    78 | 100 | x | 85 | 100 | 91 | 89 | 103
[26] Cc1ccc(CN(C2CCS(=O)(=O)C2)S(=O)(=O)c2ncsc2-c2ccccc2)cc1 (stereo unspecified)
    133 | 107 | 96 | 105 | 97 | 97 | 111 | 82
[27] CC(=O)[C@H]1CC[C@H]2[C@@H]3CCC4CC(=O)CC[C@]4(C)[C@H]3C(C)(O)C[C@]12C (stereo partly specified)
    93 | 100 | 89 | 110 | 89 | 92 | 107 | 99
[28] CCOC(=O)c1c(C)[nH]c(Cc2[nH]c(C)c(C(=O)OCC)c2C)c1C
    96 | 99 | 105 | 57 | 81 | 112 | 84 | 105
[29] NC(=O)C1(Nc2ccc(-c3ccccc3)cc2)CCCC1
    101 | 87 | 109 | 94 | 102 | 83 | 98 | 115
[30] O=[N+]([O-])C1(CO)COC(c2ccccc2)OC1 (stereo unspecified)
    77 | 93 | x | 107 | 93 | 100 | 109 | 102

Given screen by screen: entries from further up.
22: O=S(=O)(Nc1ccc(S(=O)(=O)N2CCOCC2)cc1)c1ncsc1-c1ccccc1
9: CCCCNC(=S)NS(=O)(=O)c1ccc(CCN2C(=O)/C(=C/c3ccc(OC)cc3)N=C2C)cc1
28: CCOC(=O)c1c(C)[nH]c(Cc2[nH]c(C)c(C(=O)OCC)c2C)c1C
16: COc1ccc(-c2nnc(Nc3ccc(Cl)cc3)o2)cc1
18: CCOC(=O)CC1CSC(Nc2c(C)cc(C)cc2C)=N1 (stereo unspecified)

compound no.,22,9,28,16,18
HOP-92,89,94,96,104,104
CCRF-CEM,109,79,99,91,100
SR,100,99,105,85,104
EKVX,96,90,57,x,107
RPMI-8226,99,78,81,99,107
K-562,98,80,112,107,99
HOP-62,107,95,84,108,107
MOLT-4,103,90,105,85,100

(cont.)
Values run as follows: HOP-92 | CCRF-CEM | SR | EKVX | RPMI-8226 | K-562 | HOP-62 | MOLT-4
[31] Cc1ccc(C(C)C)cc1NC1=C(Cl)C(=O)c2ccccc2C1=O
    48 | 48 | 75 | 89 | 16 | 29 | 79 | 26
[32] COc1ccc(NCc2ccc(CO)n2-c2ccc(C)cc2)cc1
    100 | 87 | x | 100 | 101 | x | 93 | x
[33] Cc1ccccc1NCCOC(=O)Nc1ccccc1Cl
    79 | 65 | 86 | 109 | 91 | 103 | 92 | 83
[34] NC(=O)CSc1oc(-c2ccccc2)nc1S(=O)(=O)c1ccc(Br)cc1
    5.3* | 110 | 79 | 95 | 81 | 92 | 74 | 89
[35] CCCCCCCCN(CCCCCCCC)C(=O)c1cccc(C)c1
    88 | 98 | 108 | 92 | 94 | 117 | 97 | 95
[36] c1ccc(Sc2ncccn2)nc1
    89 | 104 | 96 | 106 | 66 | 90 | 100 | 98
[37] O=C(Nc1ccc(CN2CCc3nc4cc(O)c(O)cc4cc32)cc1)Nc1ccc(Cl)c(Cl)c1
    x | x | 93 | x | 86 | 96 | 105 | 83
[38] Cc1nc2cc3c(=O)n(C)cnc3cc2n1Cc1ccccc1
    88 | 105 | 114 | x | 108 | 109 | 113 | 104
[39] Cc1ccc(NC2=CC(=O)C(=O)c3ccccc32)cc1
    x | 27 | 26 | 73 | x | 16 | -86* | 29
[40] NCCCCC(N)C(=O)NC(CCCN=C(N)N)C(=O)O (stereo unspecified)
    62 | 103 | 101 | 109 | 114 | 106 | 111 | 102
[41] Cc1cc(Cl)ccc1Nc1nc(C(F)(F)F)ccc1C(=O)N/N=C/c1cccc(O)c1
    48 | 4.0* | -13* | 21 | 24 | 21 | 44 | 3.6*
[42] NS(=O)(=O)c1cc2c(cc1Cl)NC(C(Cl)Cl)NS2(=O)=O (stereo unspecified)
    96 | 93&89 | 100 | 110&89 | 100&97 | 94&97 | 122&104 | 92&95
[43] Nc1nc2cc(Br)ccc2o1
    x | 107 | x | 92 | 103 | 127 | 98 | 111
[44] CCN(c1ccc(OC)cc1)c1nc(-c2ccc([N+](=O)[O-])cc2)cs1
    88 | 93 | 71 | 87 | 67 | 70 | 87 | 70
[45] CC(C)=CC/C=C(/C)[C@H]1CC[C@]2(C)[C@@H]1CC[C@@H]1[C@@]3(C)C/C(=C/c4ccc(C(F)(F)F)cc4)C(=O)C(C)(C)[C@@H]3CC[C@]12C
    x | 71 | 70 | 94 | 83 | 84 | 92 | 76
[46] O=C1Nc2ccccc2/C1=C/c1ccc(CO)n1-c1ccc(Cl)cc1
    75 | 33 | 36 | 64 | 53 | 19 | 60 | 27
[47] CCOC(=O)Oc1ccc(C)cc1
    93 | 99 | 97 | 117 | 110 | 97 | x | 99
[48] NC(=O)c1cc(Br)ccc1O
    82 | 89 | 114 | 122 | 97 | 110 | 101 | 104
[49] CCOc1ccccc1/C=C/C(=O)c1sc(N)nc1C
    109 | 87 | 80 | x | 74 | 123 | 111 | 90
[50] COc1ccc(C(CC(=O)c2ccc3c(c2)OCO3)C(=O)O)cc1OC (stereo unspecified)
    101&108 | 97&96 | 91&116 | 100 | 96&103 | 90&119 | 104&106 | 96&108
[51] COc1cc(-c2c(C#N)c(-c3ccco3)nc3c2c(-c2ccccc2)nn3-c2ccccc2)ccc1O
    67 | 75 | 67 | 69 | 79 | 69 | 95 | 53
[52] CC(=O)c1c[nH]c(=O)[nH]c1=O
    76 | 98 | 93 | 100 | 94 | 95 | 99 | 97
[53] C=C1C[C@H]2C[C@H](C)[C@H]3CC[C@H](C)C4=C3[C@@](O)(OC4=O)[C@@]2(C)C1
    87 | 64 | 97 | x | 86 | 105 | 97 | 101
[54] N#CC(CCc1ccccn1)c1ccccc1 (stereo unspecified)
    x | 31 | 84 | 101 | x | 94 | 99 | 89
[55] O=c1[nH]c(O)c(/C=C2\C=c3ccccc3=N\C2=N\c2nc3ccccc3s2)s1
    75 | 113 | 112 | 88 | 122 | 104 | 88 | 111
[56] COc1cc([C@@H]2c3cc4c(cc3C(O[C@@H]3O[C@@H]5CO[C@@H](c6cccs6)OC5[C@H](O)[C@H]3O)C3COC(=O)[C@@H]32)OCO4)cc(OC)c1O (stereo partly specified)
    x | -1.1* | x | 13 | -21* | 4.5* | -40* | 3.1*
[57] Nc1ccc(S(=O)(=O)c2ccc(N)cn2)cc1
    84 | 96 | 112 | x | 94 | 121 | 98 | 107
[58] CC(C)Nc1nnc(-c2cccnc2)s1
    98 | 99 | x | 101 | 96 | 88 | 99 | x
[59] Cc1nc2cc(Nc3nc(NCCO)nc(N4CCOCC4)n3)ccc2n1Cc1ccccc1
    81 | 101 | 101 | x | 88 | 97 | 84 | x
[60] FC(F)c1ncc(-c2ccc(C(F)(F)F)cc2)c(NC2CCCCCC2)n1
    32[50 µM] | x | 13[50 µM] | x | 21[50 µM] | 23[50 µM] | 87[50 µM] | 25[50 µM]

Reprinted from the part before: 3 compounds, then new ones.
Values run as follows: HOP-92 | CCRF-CEM | SR | EKVX | RPMI-8226 | K-562 | HOP-62 | MOLT-4
[58] CC(C)Nc1nnc(-c2cccnc2)s1
    98 | 99 | x | 101 | 96 | 88 | 99 | x
[59] Cc1nc2cc(Nc3nc(NCCO)nc(N4CCOCC4)n3)ccc2n1Cc1ccccc1
    81 | 101 | 101 | x | 88 | 97 | 84 | x
[60] FC(F)c1ncc(-c2ccc(C(F)(F)F)cc2)c(NC2CCCCCC2)n1
    32[50 µM] | x | 13[50 µM] | x | 21[50 µM] | 23[50 µM] | 87[50 µM] | 25[50 µM]
[61] COc1ccc(-c2nc(SC)[nH]c(=O)c2C#N)cc1
    96 | 94 | 94 | 101 | 102 | 100 | 100 | 104
[62] CN1C(=O)C(C2=NN(C=O)C(c3ccc(F)cc3)C2)C(=O)N(C)C1=O (stereo unspecified)
    92 | 77 | 101 | 101 | 96 | 94 | 84 | 94
[63] Cc1cccc(CNc2c3ccccc3nc3ccccc23)c1
    7.1* | 15 | -2.9* | 44 | -20* | 1.9* | 40 | 2.3*
[64] O=C1c2cccc3c(-c4ccc(-c5nc6c7ccccc7c7ccccc7c6[nH]5)cc4)ccc(c23)C(=O)N1CCN1CCOCC1
    89 | 94 | 82 | 89 | 91 | 88 | 108 | 92
[65] C[C@]12CC[C@@H]3c4cc(O)c(O)cc4CC[C@H]3[C@@H]1CC[C@@H]2O
    18 | x | 9.2* | x | 31 | 7.3* | 44 | 29
[66] CCOC(OCC)(OCC)OCC
    x | x | 97 | x | 100 | 114 | 107 | 105
[67] COc1ccc(Nc2ncc(Br)c(NCCCNC(=O)C3CCC3)n2)cc1
    40 | 17 | x | 37 | 40 | 23 | 11 | 12
[68] O=C1COc2c1ccc(O)c2O
    x | 96 | 104 | 116 | x | 105 | 106 | 97
[69] CN(O)C1=c2ccccc2=NC1=O
    94 | 97 | 108 | 95 | 108 | 119 | 88 | 111
[70] Cc1cc(C(=C2C=CC(=Nc3ccccc3)C=C2)c2ccc(Nc3ccccc3)cc2)ccc1N
    -93* | 3.3* | 9.3* | -43* | 4.3* | 14 | -85* | 22
[71] COc1ccc(/C=C2\COc3ccc(O)c(O)c3C2=O)cc1
    -6.5* | 7.7* | 22 | 48 | 4.2* | 13 | 11 | 3.8*
[72] Oc1c(Br)cc(Cl)cc1C(c1cc(Cl)cc(Br)c1O)C(Cl)(Cl)Cl
    -33* | x | x | 16 | x | 14 | 59 | 15
[73] CN(C)c1ccc(/C=C/c2nc(Nc3ccc(Cl)cc3)c3ccccc3n2)cc1
    99 | 66 | 92 | 83 | 79 | 49 | 117 | 82
[74] CN1CCN(Cc2ccc(NC(=O)c3nc4ccc5[nH]ncc5c4c4c3CCC4)cc2C(F)(F)F)CC1
    65 | -9.1* | -32* | x | -37* | -47* | -79* | -39*
[75] COc1ccc([N+](=O)[O-])c(C(=O)O)c1
    x | 112 | 94 | x | 110 | 89 | 100 | 74
